Assay outcomes deposited in PubChem BioAssay by National Center for Advancing Translational Sciences (NCATS).
BRCA1 expr act: qHTS Assay to Identify Small Molecule Activators of BRCA1 Expression. Potency, µM (series often up to 46.1 µM), inactives show at the top dose activation, most hits filed as activators. MCF7-BRCA1-FFLuc reporter, luminescence, 48 h; response scale: scaled: vehicle 0%, 10 µM genistein 100%. 380,000 compounds, 1.1% hits; note: potency is the fitted concentration of half-maximal effect; nearly all actives have a fitted effect of over 80% in size; some results filed as inactive show a strong effect at the top dose
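Cells: MCF7-BRCA1-FFLuc, 2000/well. Exposure: 48 h, 37 °C, 5% CO2. Read: luminescence, 15 min post-substrate. Controls: genistein 10 microM (maximal activation), DMSO (neutral).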
Giardia killer: Small Molecules that selectively kill Giardia lamblia: qHTS. activity change, % at 7.66 µM, hits read low. Giardia lamblia trophozoite viability. 340,000 compounds, 0.15% hits; in the data active = activity change below about -80%; inconclusive = between about -30% and that limit;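 note: parasites exposed to compound for two days anaerobically before the ATP read; % is set by controls: 0 for no effect and ±100 for the full control effect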
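Trophozoites 100 cells/well + cpd; 48 hrs, 37 deg C, anaerobic. ATPLite 1-Step added, 15-30 min RT, luminescence read (ATP-based viability).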
p53 reactivation: qHTS assay for re-activators of p53 using a Luc reporter; AID 504706, 2011; Potency, µM (titrated, usually from 92.2 µM), inactives show top-dose activity change, positive = activation, actives largely listed as activators; H1299 p53-A138V BP100-luciferase reporter, luminescence, 24 h; 320,000 compounds, 0.063% hits; note: potency is the fitted concentration of half-maximal effect; % of control where 0% means no effect; nearly all actives have a fitted effect of over 45% in size
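H1299 (p53-null), stable ts p53-A138V + BP100-Luc; 1000 cells/well, Opti-MEM/10% FBS; cpd 4 pt, 1:5; 24 h, 37 deg C, 5% CO2; detection reagent 10 min RT; luminescence.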
ELG1 genotox: qHTS screen for small molecules that induce genotoxicity in human embryonic kidney (HEK293T) cells expressing luciferase-tagged ELG1. HEK293T ELG1-luciferase reporter, luminescence, 16 h. Potency, µM (highest dose often 46 µM), inactives show at the highest dose activity change, positive = activation, hits mostly activators. 330,000 compounds, 1.3% hits; note: potency is the fitted concentration of half-maximal effect; % of control where 0% means no effect; nearly all actives have a fitted effect of over 60% in size
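HEK293T cells expressing luciferase-tagged ELG1 were treated with compound or DMSO for 16 hr at 37°C. Luciferase activity was then read after 30 min with ONE-Glo at room temperature; rising signal flags genetic stress.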
Numbers without * were called inactive; ? = inconclusive; [ ] = another dose, or the depositor's remark. Unless noted, calls come from the whole dose curve; as a rule, active = well fitted activation curve with a large enough effect; inconclusive = small, poorly fitted or top-dose-only effect; inactive = no such curve, though single readings can be large or run the other way. Only part of the results is shown; count on the stated rates, not on these rows.

SMILES	BRCA1 expr act	Giardia killer	p53 reactivation	ELG1 genotox
CCN(CC)C(=O)[C@H]1C[C@H](CC(=O)NCc2ccc(OC)c(OC)c2)C(=O)N2CCc3c([nH]c4cc(-c5ccco5)ccc34)[C@]12C	-49%	5	-17%	-14%
COc1ccc(-c2csc(NCCn3c(C)nc4cc(C(F)(F)F)ccc43)n2)cc1	-32%	6	-4%	-1%
CCOc1ccc(C=NNC(=O)c2ccc(-n3cnnn3)cc2)cc1	1%	-9	-2%	-2%
COc1ccc(C(=O)NCC(=O)OCC(=O)NCc2ccc3c(c2)OCO3)cc1	-9%	2	3%	1%
CC[C@]12c3[nH]c4ccccc4c3CCN1C(=O)C(CC(=O)NCC13CC4CC(CC(C4)C1)C3)C[C@@H]2C(=O)N1CCN(C(=O)C2CC2)CC1 (some centres undefined)	-5%	4	1%	-9%
O=c1[nH]cnc2c1ncn2[C@@H]1O[C@H](COS(=O)(=O)O)[C@@H](O)[C@H]1O	1%	9	-3%	0%
CCN(C[C@H]1N[C@@](Cc2ccccc2)(C(=O)OC)[C@H]2C(=O)N(Cc3ccccc3)C(=O)[C@@H]12)C(=O)COC	-6%	-1	3%	-1%
COC(=O)/C=C1\SC(=NC(=O)c2ccc(-c3ccccc3)cc2)NC1=O	41%	8	8%	3%
CC(OC(=O)Cn1cc(C(F)(F)F)ccc1=O)C(=O)N(C)c1ccccc1 (centres undefined)	-8%	16	-7%	-1%
CC1CCCC(NC(=O)COC(=O)Cc2ccc(Cl)cc2)C1C (centres undefined)	6%	-5	-6%	1%
O=C(COC(=O)c1ccc([N+](=O)[O-])o1)Nc1ccc(Br)cc1F	17%	?	9%	2%
O=C(NN=Cc1c(F)c(F)c(F)c(F)c1F)c1ccc(NS(=O)(=O)c2cccs2)cc1	-67%	1	0%	-1%
CC[C@@]1(C(=O)OC)N[C@H](CN(C)C(=O)Nc2ccc(C)cc2)[C@@H]2C(=O)N(C)C(=O)[C@@H]21	1%	-14	4%	1%
COc1ccc(CN(CCC(C)C)S(=O)(=O)c2ccccc2Br)c(OC)c1	-10%	7	0%	-7%
COc1ccc(NC(=O)COC(=O)C2CCN(C(=O)c3ccc(Cl)cc3)CC2)c([N+](=O)[O-])c1	2%	9	-8%	0%

Sorted by value in p53 reactivation (largest number first): some entries from above
molecule,p53 reactivation
O=C(COC(=O)c1ccc([N+](=O)[O-])o1)Nc1ccc(Br)cc1F,9%
COC(=O)/C=C1\SC(=NC(=O)c2ccc(-c3ccccc3)cc2)NC1=O,8%
CC(OC(=O)Cn1cc(C(F)(F)F)ccc1=O)C(=O)N(C)c1ccccc1 (centres undefined),-7%
CCN(CC)C(=O)[C@H]1C[C@H](CC(=O)NCc2ccc(OC)c(OC)c2)C(=O)N2CCc3c([nH]c4cc(-c5ccco5)ccc34)[C@]12C,-17%

(continued)
SMILES	BRCA1 expr act	Giardia killer	p53 reactivation	ELG1 genotox
COc1ccc2[nH]c3c(c2c1)CCN1C(=O)C(CC(=O)NC/C=C(\C)CCC=C(C)C)C[C@H](C(=O)N2CCOCC2)[C@@]31CCC1CCCC1 (some centres undefined)	19%	5	1%	2%
c1ccc([C@H]2CNCCN2CCc2cccc3ccccc23)cc1	8%	11	1%	0%
C[C@H](C[C@H](O)[C@H]1OC1(C)C)C1=C2C[C@H](O)C3[C@@]4(C)CCC(=O)C(C)(C)C4CC[C@]3(C)[C@@]2(C)CC1 (some centres undefined)	-38%	-2	-3%	-5%
COc1cc(OC)cc(-c2c(C#Cc3ccsc3)c3cc(-c4ccc(OC)c(OC)c4)ccc3n2C)c1	-11%	9	-4%	-1%
O=C(CSc1nnc2ccccn12)Nc1ccccc1Cl	44%	-3	20%	8%
Cc1cc(C)c(C)c(S(=O)(=O)Nc2ccccc2C(=O)NN2CCOCC2)c1C	6%	-4	4%	0%
CC(NC(=O)CNC(=O)c1cccs1)c1cccc(C(F)(F)F)c1 (centres undefined)	-5%	-2	2%	1%
Cc1c(C(=O)N(C)Cc2nc3ccccc3c(=O)[nH]2)oc2ccccc12	-76%	8	-8%	0%
Cc1sc2ncnc(NS(=O)(=O)c3ccc(Cl)cc3)c2c1C	-23%	-3	-1%	-6%
COc1ccc(NC(=O)c2c(F)cccc2Cl)cc1S(=O)(=O)N1CCOCC1	-9%	7	-1%	-2%
O=C(/C=C/c1cccc(F)c1)Nc1ccc(S(=O)(=O)N2CCOCC2)cc1	-60%	0	-1%	-1%
C[C@@H]1C(=O)O[C@H](C)[C@H]1C[C@@H](O)[C@](C)(O)C1CC[C@@]2(O)C3=CC(=O)[C@@H]4C[C@@H](O)[C@@H](O)C[C@]4(C)C3CC[C@]12C (some centres undefined)	14%	0	0%	14%
Cc1ccc(S(=O)(=O)N2[C@@H](c3ccc(Cl)cc3)C(C(=O)O)=C[C@H]2CC2CCCC2)cc1	2%	?	19%	0%
Cc1ccc(S(=O)(=O)N2C[C@@H]3[C@H]4CC[C@H](C4)[C@@H]3[C@@H](C)[C@@H]2C2CCCCC2=O)cc1 (some centres undefined)	2%	-3	11%	0%
CCN1CCN(C(=O)C(C)Sc2nc3nc(C)cc(C)n3n2)CC1 (centres undefined)	-30%	2	1%	2%
CC[C@]12c3[nH]c4cc(CCC(=O)N(C)C)ccc4c3CCN1C(=O)[C@@H](CC(=O)NCCc1ccccn1)C[C@@H]2C(=O)N1CCN(C(=O)C2CC2)CC1	71%	6	26%	10%
C[C@H](CO)N1C[C@H](C)[C@@H](CN(C)C(=O)Nc2ccccc2)Oc2c(NC(=O)Nc3ccc(C(F)(F)F)cc3)cccc2C1=O	-75%	-8	0%	-3%
O=C(CCNS(=O)(=O)c1ccc(Br)cc1)NNC(=O)C1COc2ccccc2O1 (centres undefined)	-6%	10	-3%	-2%
O=C(C[C@H]1C/C=C/CC[C@@H](Cc2ccc(F)cc2)C(=O)OC[C@H](c2ccccc2)NC1=O)NCCO	-8%	-2	2%	0%
C[C@@H]1CN([C@H](C)CO)C(=O)Cc2cc(NC(=O)Nc3ccccc3)ccc2O[C@@H]1CN(C)Cc1ccc2c(c1)OCO2	-83%	19	-5%	-13%
COCc1ccc(-c2c(-c3ccc(OC)cc3)oc(=O)c3cc(OC)c(OC)cc23)cc1	27%	6	?	17%
Cc1cccc(NC(=O)COC(=O)CN2CCCCCC2=O)c1C	-2%	-7	16%	4%
O=C(NCc1cccc(C(F)(F)F)c1)c1cccc2c1C(=O)c1ccc(N3CCC(Cc4ccccc4)CC3)cc1S2(=O)=O	-17%	-9	-1%	0%
COc1cc(OC)cc(C(=O)N[C@H](C(=O)NC2CCCc3ccccc32)C(C)C)c1 (some centres undefined)	-21%	4	7%	1%
O=C1C=C(c2ccc(C(=O)O)cc2)C[C@@H](c2ccc(F)cc2)C1	?	-15	?	?
O=C(CSc1ccc(Br)cc1)NC1CCCCCC1	71%	-8	28%	-2%
COC(=O)[C@H](C(C)C)N(Cc1ccccc1)S(=O)(=O)CCN1CCCC1	1%	16	7%	1%
Cc1ccccc1S(=O)(=O)N1[C@@H](c2ccc(Cl)cc2)C(C(=O)O)=CC[C@H]1c1ccc(Cl)cc1	9%	51[activator]	-2%	-4%
O=C(CN1C(=O)NC2(CCc3ccccc32)C1=O)Nc1cccc(Cl)c1 (centres undefined)	-33%	-6	-8%	1%
CN1CCC(N(C)S(=O)(=O)c2ccc(NC(=O)c3ccc(S(=O)(=O)N(C)C)cc3)cc2)CC1	-15%	-12	-5%	0%
CC(=O)Nc1ccc(S(=O)(=O)NCCC(=O)N2CCN(c3ccccc3Cl)CC2)cc1	3%	?	2%	-2%
C=CCOc1ccc(/C=C/C(=O)OCC(=O)NNC(=O)c2ccccc2F)cc1	-1%	8	-1%	1%
CCCC[C@@H]1C=C(C(=O)O)[C@H](c2ccc(Br)cc2)N1S(=O)(=O)c1ccc(C)cc1	2%	?	-7%	1%
CC(C)(C)OC(=O)C[C@H]1C/C=C\C[C@@H](CC(=O)NCCO)C(=O)NCCOC1=O	9%	7	7%	7%
CC(C)(C)OC(=O)C[C@H]1C/C=C\C[C@@H](CC(=O)NCCO)C(=O)NC[C@@H](c2ccccc2)OC1=O	-5%	-2	2%	0%
CC1CCCC(C)N1C(=O)COC(=O)c1ccc2ccccc2n1 (centres undefined)	-2%	-16	7%	2%
CCCn1nc(C(=O)NC2CCCC2)c2ccccc2c1=O	-4%	17	-1%	0%
O=C(NOCc1ccccc1)c1cccc([N+](=O)[O-])c1	43%	-3	25%	12%
CCC(CO)Oc1cc(NCc2cc(C)cc(C)c2)c2ncn(C(C)C)c2c1 (centres undefined)	-60%	-21	-6%	-2%
C[C@@]12C(=O)N(c3ccccc3)C(=O)N1[C@@H]1c3ccccc3OC[C@@H]1[C@H]2c1ccccc1	-6%	-19	1%	-6%
Cc1ccc(C)c(N2CCN(C(=O)CCc3nc(-c4ccccc4C(F)(F)F)no3)CC2)c1	66%	-17	?	8%
Cn1cc(S(=O)(=O)NC[C@H]2O[C@@H](n3cnc4c(N)ncnc43)[C@H](O)[C@@H]2O)cn1	43%	18	5%	-2%
COc1ccc(CCNC(=O)COC(=O)c2cc(=O)[nH]c3ccccc23)cc1	-9%	-19	-9%	0%
O=C(CCc1ccc(S(=O)(=O)N2CCOCC2)cc1)Nc1c(F)cccc1F	-3%	22	4%	0%
Cc1ccc(/C=C/C(=O)OCC(=O)c2ccc3c(c2)NC(=O)CO3)o1	-14%	2	-1%	-4%
N#CCSc1ccc(S(=O)(=O)N2CCOCC2)cn1	-2%	-2	5%	-1%
Cc1ccc([C@@H]2CC=C(C(=O)O)[C@H](c3ccc(Cl)cc3)N2S(=O)(=O)c2ccccc2C)cc1	3%	4	-11%	-2%
NC(=O)c1ccsc1NC(=O)CSc1ncnc2sccc12	0%	-4	1%	-2%
CCOC(=O)[C@@H]1[C@H]2COc3ccccc3[C@@H]2N2C(=O)N(c3ccc(Br)cc3)C(=O)[C@]12C	-2%	4	-1%	2%
Cc1ccc(-n2c(SCC(=O)N(C)C3CCS(=O)(=O)C3)nc3ccccc3c2=O)c(C)c1 (centres undefined)	-63%[inhibitor]	2	0%	2%
O=C(COC(=O)c1ccccc1Br)NCc1cccs1	-2%	4	22%	9%
COc1cc(Cl)c(C)cc1NC(=O)COC(=O)C1=NN(c2ccccc2)C(=O)CC1	-13%	-22	1%	3%
Cc1cc(C)c(NC(=O)COC(=O)Cn2nc(-c3ccccc3)oc2=O)c(C)c1	-2%	-19	-3%	1%
COc1ccccc1OCC(=O)OCC(=O)NC1CCCCC1	-2%	2	0%	5%
O=C(CCl)Nc1ncc(S(=O)(=O)c2ccc([N+](=O)[O-])cc2)s1	-65%	-14	5%	1%
COc1ccc(C(=O)OCC(=O)NCCN2C(=O)CSC2=O)cc1[N+](=O)[O-]	3%	-14	-2%	0%
O=C(CCNC(=O)c1ccc(Cl)cc1)Nc1nc2ccccc2[nH]1	-19%	12	16%	?
O=C(COC(=O)CSc1ccc(Cl)cc1)Nc1ccc2[nH]c(=O)[nH]c2c1	-5%	-7	-1%	0%
Cc1c(C2(O)CCCCC2)[nH]c2ccc(C(F)(F)F)cc12	-22%	3	?	0%
Cc1cc(Br)ccc1NC(=O)CSCc1c(C)noc1C	-3%	-18	2%	-1%
COc1ccc(C)cc1S(=O)(=O)NNc1nc(C)cc(C)n1	-31%	7	-22%	-1%
Cc1ccc(NC(=O)COC(=O)c2cc(=O)c3ccccc3o2)c(Br)c1	14%	-6	7%	3%
O=C(COC(=O)/C=C/c1ccccc1)NC1CCCC1	0%	6	9%	0%

Shown with two lines to a compound: part of the list above
Results follow in this order: BRCA1 expr act | Giardia killer | p53 reactivation | ELG1 genotox
COc1ccc(C(=O)OCC(=O)NCCN2C(=O)CSC2=O)cc1[N+](=O)[O-]
 : 3% | -14 | -2% | 0%
O=C(CCNC(=O)c1ccc(Cl)cc1)Nc1nc2ccccc2[nH]1
 : -19% | 12 | 16% | ?
O=C(COC(=O)CSc1ccc(Cl)cc1)Nc1ccc2[nH]c(=O)[nH]c2c1
 : -5% | -7 | -1% | 0%

Taken from above.
Entry of O=C(CCl)Nc1ncc(S(=O)(=O)c2ccc([N+](=O)[O-])cc2)s1 under ELG1 genotox: 1%
Entry of CCOC(=O)[C@@H]1[C@H]2COc3ccccc3[C@@H]2N2C(=O)N(c3ccc(Br)cc3)C(=O)[C@]12C under p53 reactivation: -1%
